# ATXN viability: cell viability loss in ATXN counter-screen | S2 cells (HEK-293 line with an ATXN2-luciferase reporter) viability, CellTiter-Fluor protease fluorescence, 24 h | Potency, µM (titrated, usually from 56.7 µM), usual class: cytotoxic | 400,000 compounds, 0.49% hits; note: potency is the fitted concentration of half-maximal effect; nearly all actives have a fitted effect of over 40% in size
# A549 tox: A549 cytotoxicity, counter-screen for Nrf2 inhibitors; A549 ARE-Fluc cells, CellTiter-Fluor viability, 18-24 h; 390,000 compounds, 0.16% hits; AID 504648; Potency, µM (doses to about 46 µM), for inactives: at the highest dose activity change, negative = cytotoxicity, hits mostly inhibitors; note: potency is the fitted concentration of half-maximal effect; % is set by controls: 0 for no effect and ±100 for the full control effect
#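 Cytotoxicity counterscreen: CellTiter-Fluor fluorescence was measured in A549 ARE_Fluc cells after 18-24 h of compound exposure in a concentration series. The subsequent BugLite luminescent read reports ARE-luciferase activity.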
# Nrf2 activator: activates Nrf2 signaling | AREc32 ARE-luciferase reporter (MCF7-derived line), luminescence, 24 h | 410,000 compounds, 0.31% hits | Potency, µM (titrated, usually from 46.1 µM), for the others: top-dose activation, most hits filed as activators | AID 624171; note: potency is the fitted concentration of half-maximal effect; % of control where 0% means no effect; nearly all actives have a fitted effect of over 65% in size
#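 For detection, Steady-Glo was added and plates sat 30 min at RT; before that, AREc32_Fluc cells grown overnight in OPTI-MEM/5% FBS had been treated with 23 nL compound for 24 hr at 37 deg C.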
# TGFb inhibitor: inhibitors of TGF-b signaling; HepG2 CAGA-GFP TGF-b/SMAD3 reporter, GFP fluorescence, 18 h; TGF-beta stimulated, 500 pg/mL final; Potency, µM (titrated, usually from 46.1 µM), without a hit: top-dose activity, negative = inhibition, usual class: inhibitors; 410,000 compounds, 1.2% hits; note: potency is the fitted concentration of half-maximal effect; % is set by controls: 0 for no effect and ±100 for the full control effect; nearly all actives have a fitted effect of over 65% in size
#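 Cell-based qHTS in HEPG2 carrying a CAGA-GFP Smad reporter; compounds added before 500 pg/mL final TGF-beta, 18 h incubation at 37 degrees C, GFP fluorescence quantified per cell by imaging cytometry.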
# Nrf2 block: Nrf2 pathway inhibition. A549 ARE-Fluc reporter, luciferase luminescence, 18-24 h. Potency, µM (doses to about 46 µM), for the others: at the highest dose activity change, negative = inhibition, hits mostly inhibitors. 360,000 compounds, 2.1% hits; note: potency is the fitted concentration of half-maximal effect; % is set by controls: 0 for no effect and ±100 for the full control effect; nearly all actives have a fitted effect of over 60% in size
#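 Concentration-response testing used A549 ARE_Fluc cells at 5000 cells/well. Following an 18-24 h compound incubation, viability was read by fluorescence (Ex 405/Em 525) and luciferase output by luminescence.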
# HepG2 tox: kills HepG2 cells in TGF-b inhibitor counter-screen; HepG2 CAGA-GFP viability, ATP luminescence, 18 h; Potency, µM (top dose mostly 46.1 µM), for the others: at the highest dose activity change, negative = cytotoxicity, actives largely listed as cytotoxic; 410,000 compounds, 0.76% hits; AID 588856; note: potency is the fitted concentration of half-maximal effect; some results filed as inactive show a strong effect at the top dose
#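 CellTiter-Glo luminescence gave cytotoxicity after 18 hours at 37 degrees C. The cells were HepG2 CAGA-GFP in 1% FBS DMEM, stimulated with 500 pg/mL TGF-beta after compound addition. %Activity was normalised to no-cell wells (complete cell-killing) and DMSO (no toxicity), and curves were fitted and classified.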
# IL-1B inflam inh: inhibitors of inflammasome signaling (IL-1 beta secretion) | THP-1 LPS/ATP IL-1B secretion, AlphaLISA, 16 h; hits give low values | activity change, % at 57.5 µM | 360,000 compounds, 4.7% hits; in the data active = activity change below about -50%; inconclusive = mostly about -30% to -49%; note: % is set by controls: 0 for no effect and ±100 for the full control effect
#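 THP-1 cells pretreated 1 hr with compounds (up to 57.5 uM final), then stimulated with LPS (250 ng/mL final) plus ATP (1.25 mM final); secreted IL-1B measured by AlphaLISA after 16 hr, decreased signal indicating inhibition.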
# ATXN2 expr inh: ATXN2 expression inhibition | HEK-293 ATXN2-luciferase reporter, luminescence, 24 h | Potency, µM (series often up to 57 µM), for the others: at the highest dose activity change, negative = inhibition, hits mostly inhibitors | 360,000 compounds, 0.72% hits | AID 1745845; note: potency is the fitted concentration of half-maximal effect; % is set by controls: 0 for no effect and ±100 for the full control effect; nearly all actives have a fitted effect of over 55% in size
#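 ATXN2-luciferase reporter cells (luciferase flanked by upstream and downstream ATXN2 gene portions) were treated 24 h at 37 °C with compounds at up to 57 uM. SteadyGlo luminescence gave expression; GF-AFC fluorescence gave viability.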
# MCF10A rerep: inducers of DNA re-replication in MCF 10A breast cells; 350,000 compounds, 2.9% hits; Potency, µM (series often up to 46.1 µM), without a hit: at the top dose activity, positive = re-replication, hits mostly activators; AID 624296; MCF 10A DNA re-replication, Hoechst nuclear intensity, 48 h; note: potency is the fitted concentration of half-maximal effect; % of control where 0% means no effect; nearly all actives have a fitted effect of over 50% in size
# * hit, by the source's call; i = inactive; ? = inconclusive; · = not tested or not shown; & = joins results of further samples; [ ] = another dose, or the depositor's remark. Unless noted, calls come from the whole dose curve; as a rule, active = well fitted curve in the direction sought with a large enough effect; inconclusive = small, poorly fitted or top-dose-only effect, or another doubt; inactive = no such curve, though single readings can be large; an effect the other way counts as inactive or inconclusive.
Structure,ATXN viability,A549 tox,Nrf2 activator,TGFb inhibitor,Nrf2 block,HepG2 tox,IL-1B inflam inh,ATXN2 expr inh,MCF10A rerep
O=C(O)C1C2C=CC(C2)C1C(=O)Nc1ccc2c(c1)OCCO2 (stereo unspecified),i,-4%,0.7%,1%,?,3%,10,-20%,-1%
CCNC(=O)CSc1nc2sccc2c(=O)n1-c1ccccc1,i,-7%,0.1%,0%,-7%,-32%,0,-3%,0%
CCOc1ccc(N(CC(=O)Nc2c(C)cccc2C)S(=O)(=O)c2c(C)[nH]c(=O)[nH]c2=O)cc1,i,3%,0.0%,-4%,2%,-1%,7,-7%,-6%
Cc1c(C)n(Cc2ccc(F)cc2)c2ccc(C(=O)NCCN3CCOCC3)cc12,?,-14%,0.6%,?,-18%,-40%,-9,·,-7%
COc1ccc(OC)c(NC(=O)CSC2=Nc3ccccc3C3=NC(CC(=O)NCCc4ccccc4)C(=O)N23)c1 (stereo unspecified),?,-3%,8.4%,-19%,·,-12%,·,-24%,·
COc1ccc(CNC(=O)[C@H](C)NC(=O)C2CC(=O)N(c3ccc4c(c3)OCO4)C2)cc1 (stereo partly specified),i,2%,-0.9%,7%,7%,7%,-10,3%,5%
Cc1cc(CNC(=O)C2(C(F)(F)F)C/C(=C\CCO)CCCO2)nn1C (stereo unspecified),i,0%&5%,-1.3%,5%&-1%,2%&4%,-1%&-3%,18,1%,-2%
Cc1ccc(C(=O)Nc2ccccc2C(=O)N2CCCC(C)C2)cc1 (stereo unspecified),i,0%,-0.6%,1%,15%,-27%,13,7%,5%
CCOc1ccc(S(=O)(=O)N2CCOCC2)cc1NC(=O)CSCC(=O)Nc1cccc(C)c1,i,4%,-0.5%,?,-3%,-5%,4,-10%,5%
CN(NC(=O)c1ccccc1)c1nc2ccccc2nc1C(F)(F)F,?,?,-0.1%,6%,·,-20%,56,-25%,?

# Gathered by group: the compounds so far containing two or more sulfur atoms.
Structure,ATXN viability,A549 tox,Nrf2 activator,TGFb inhibitor,Nrf2 block,HepG2 tox,IL-1B inflam inh,ATXN2 expr inh,MCF10A rerep
CCNC(=O)CSc1nc2sccc2c(=O)n1-c1ccccc1,i,-7%,0.1%,0%,-7%,-32%,0,-3%,0%
CCOc1ccc(S(=O)(=O)N2CCOCC2)cc1NC(=O)CSCC(=O)Nc1cccc(C)c1,i,4%,-0.5%,?,-3%,-5%,4,-10%,5%

# Later entries.
Structure,ATXN viability,A549 tox,Nrf2 activator,TGFb inhibitor,Nrf2 block,HepG2 tox,IL-1B inflam inh,ATXN2 expr inh,MCF10A rerep
CC1Cc2ccccc2N1C(=O)COC(=O)c1ccc(Cl)c(S(=O)(=O)N2CCOCC2)c1 (stereo unspecified),i,-1%,1.3%,-4%,-12%,-40%,-5,-14%,15%
O=C(COc1cccc(C(F)(F)F)c1)N1CCN(c2ccc(O)cc2)CC1,i,8%,4.5%,0%,-22%,-3%,17,-30%,10%
N#Cc1c(N)nc2c(c1N)CC(COc1ccccc1)O2 (stereo unspecified),i,-3%,3.3%,15%,·,13%,28,50%[activator],-8%
Cc1ccc(S(=O)(=O)NCC2(c3ccccc3)CCN(C)CC2)cc1,i,10%,2.6%,-1%,4%,-10%,-66*,-24%,3%
CCOC(=O)N1CCN(c2cc3[nH]c(=S)[nH]c3cc2F)CC1,i,16%,2.1%,-1%,-4%,-3%,13,1%,-1%
Cc1cccc(C)c1OCC(=O)N=Nc1c(O)[nH]c2ccc(Br)cc12,i,?,-0.8%,28%,?,-14%,14,?,21µM*
O=C(Nc1ccccc1F)C1CCN(S(=O)(=O)c2cccc3nonc23)CC1,i,0%,0.0%,1%,10%,0%,-18,-1%,21%
Cc1ccccc1-n1ncc2c1CC(C)(C)CC2NC(=O)c1snnc1C (stereo unspecified),i,6%,-0.1%,-17%,14%,-3%,5,13%,6%
CO/N=C/C(C#N)c1ncc(C(F)(F)F)cc1Cl (stereo unspecified),i,-7%[1.84 µM],-0.7%,?,?,-56%,-22,-22%,?
COC(=O)c1ccc(NC(=O)C2CCCN2C(=O)Nc2cccc(C(C)=O)c2)cc1 (stereo unspecified),i,-8%,0.2%,-2%,8%,-42%,24,-8%,-5%
COc1ccc(C)cc1Nc1nc2c(S(=O)(=O)c3cc(C)ccc3C)nnn2c2ccsc12,·,10%,-0.6%,8%,5%,-7%,·,·,·
Cc1c(C(=O)N(C)CCc2cnn(C)c2)oc2c(F)cccc12,i,8%,3.5%,-3%,3%,-2%,8,18%,0%
CN1CCN(C(=O)C23CCC(C)(c4nc5ccccc5nc42)C3(C)C)CC1 (stereo unspecified),·,-2%,0.5%,-9%,3%,-20%,0,·,3%
O=C(NCCCN1CCOCC1)c1nn2c(C(F)(F)F)cc(-c3ccco3)nc2c1Cl,i,-1%,4.4%,-6%,-3%,-5%,-8,-11%,16%
COc1ccc(-c2csc(NC(=O)CS(=O)(=O)c3ccccc3)n2)c(OC)c1,i,·,4.3%,-17%,·,-3%,?,·,·
O=C(CSc1nnc2sc3ccccc3n12)NCc1ccco1,i,-14%,2.7%,-9%,·,4%,31,11%,?
COc1ccc(Cc2c(C3CCCCC3)nc3ccc(Br)cn23)c(C)c1,i,·,5.5%,-19%,·,-33%,33,-5%,·
COc1cccc(-c2nc(CS(=O)(=O)CC(=O)NCCc3ccccc3)c(C)o2)c1,i,-10%,-0.3%,-1%,-18%,5%,0,6%,3%
NS(=O)(=O)c1ccc(NC(=O)COC(=O)CCC2CCCCC2)cc1,i,-2%,-0.8%,?,12%,10%,22,6%,-2%
CCOc1ccc(-n2c(=O)cc(N3CCN(c4ccccc4)CC3)[nH]c2=O)cc1,i,14%,-0.2%,14%,?,-9%,11,1%,-4%
N#Cc1cnc(NOCc2ccc(Cl)cc2)nc1,i,4%,1.4%,-9%,?,14%,-10,-13%,-7%
Cc1[nH]c2ccc(-c3nnc(SCC(=O)c4ccccc4F)o3)cc2c1C,i,-4%,-0.3%,-11%,-28%,-26%,7,15%,16µM*
O=C(Nc1ccc(NC(=S)NC(=O)c2ccccc2Cl)cc1)c1cccc(Cl)c1,?,2%,4.8%,1%,18µM*,-6%,-20,-10%,1%
CCN(CC)CCCNC(=O)C(C)n1nc(C)c2sc3ccccc3c2c1=O (stereo unspecified),?,-4%,0.4%,12%,3%,-14%,-20,-26%,-1%
Cc1ccc(Nc2nc(CSc3n[nH]c(N)n3)cs2)cc1,i,1%,6.7%,-5%,?,-2%,34,11%,8%
O=C(COc1ccc(Cl)cc1Br)NCC(c1ccco1)N1CCCC1 (stereo unspecified),i,4%,4.9%,?,-11%,-31%,-3,-4%,11%
C/C=C/C=N/Nc1nc(C)cc(=O)[nH]1,i,8%,7.8%,-14%,12%,-24%,0,-23%,-50%[inhibitor]
CC(C)C[C@H]1CN([C@@H](Cc2ccc(O)cc2)CN2CCCC2CN2C(=S)NC[C@@H]2Cc2ccccc2)C(=S)N1CC1CCCCC1 (stereo partly specified),?,·,0.6%,·,·,·,-29,0%,·
COc1ccc(C(=O)Nc2cc(C)cc(C)c2)cc1S(=O)(=O)N1CCOCC1,i,-4%,-0.6%,-1%,-7%,7%,-7,-11%,?
CCOC(=O)c1c(-c2ccc(OC)cc2)csc1NC(=O)CSc1nnc(C)c(=O)[nH]1,i,-1%,2.6%,-24%,-11%,-23%,0,-17%,?

# One compound at a time (already shown). Order of values: ATXN viability	A549 tox	Nrf2 activator	TGFb inhibitor	Nrf2 block	HepG2 tox	IL-1B inflam inh	ATXN2 expr inh	MCF10A rerep
# Results for CCOC(=O)c1c(-c2ccc(OC)cc2)csc1NC(=O)CSc1nnc(C)c(=O)[nH]1 = i	-1%	2.6%	-24%	-11%	-23%	0	-17%	?
# Results for C/C=C/C=N/Nc1nc(C)cc(=O)[nH]1 = i	8%	7.8%	-14%	12%	-24%	0	-23%	-50%[inhibitor]

# Next part.
Structure,ATXN viability,A549 tox,Nrf2 activator,TGFb inhibitor,Nrf2 block,HepG2 tox,IL-1B inflam inh,ATXN2 expr inh,MCF10A rerep
O=C(Cn1ccc2cc(S(=O)(=O)N3CCCCC3)ccc21)NCCc1ccc(Cl)cc1,?,-3%,5.3%,?,?,-45%,·,0%,·
CCOc1ccc(C2=CC(c3ccccc3)n3ncnc3N2)cc1 (stereo unspecified),·,?,0.2%,-18%,-26%,-26%,?,3%,-2%
CCOc1ccc(-c2cn3c(n2)sc2cc(C(=O)NCCCN4CCCCCC4)ccc23)cc1,·,1%,13%,?,-6%,11µM*,·,?,·
COc1ccc(OC)c(N2CC(O)(c3ccccc3)[N+]3=C2SCCC3)c1 (stereo unspecified),·,2%,-0.1%,5%,8%,-4%,-51*,-13%,6%
CCNc1nc(NCC)n2c(SCC(=O)Nc3ccc(F)cc3[N+](=O)[O-])nnc2n1,i,-7%,-0.1%,5%,-14%,-31%,12,-16%,1%
O=C(CN1C(=O)c2ccccc2C1=O)OCC(=O)N1CCN(c2ccccc2)CC1,i,-1%,-0.6%,-3%,-9%,-1%,16,-3%,1%
CCC(C)NC(=O)c1cn(CCOC)c(=O)c2c1c1ccccc1n2C (stereo unspecified),i,1%,-1.1%,1%,-8%,10%,19,-14%,-1%
O=C(C[n+]1ccncc1)c1ccccc1,i,0%,2.0%,-6%,-1%,10%,22,22%,2%
COc1cccc(CN2CC(C(=O)NCCCCc3ccccn3)CCC2=O)c1 (stereo unspecified),i,-5%,0.1%,2%,2%,-1%,12,7%,-3%
Cc1ccc(C)n1-c1ccccc1N1CCCCC1,i,1%,0.6%,26%,-4%,-1%,15,1%,3%
COn1c(=O)c(-c2cccc(Br)c2)[n+]([O-])c2ccccc21,i,-12%,?,11%,5%,8%,20,9%,-2%
Cc1cccc(-n2c3nc(=O)n(C)c(=O)c-3cc3c(C)nn(-c4ccccc4)c32)c1C,i,2%,0.3%,1%,5%,3%,·,-4%,·
Cc1csc2ncc(C(=O)Nc3ccc(C(F)(F)F)cc3)c(=O)n12,i,?,4.6%,-2%,8%,-27%,43,4%,14%

# Bioassay records deposited in PubChem BioAssay by National Center for Advancing Translational Sciences (NCATS).
